NADH coupling: inhibitors of PK/LDH coupling enzymes, profiling panel, artefact control, biochemical, MLSMR library; IC50, µM (highest dose often 10 µM), without a hit: at the top dose inhibition; AID 774, 2007; coupled PK/LDH NADH assays, four targets; 0.02% of 65,000 active;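 active = single-dose screening hits from any of four coupled enzyme assays that gave an IC50 when retested across doses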;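 also: the DPM-DC format reads NADH fluorescence rather than 340 nm absorbance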
tolC growth inh: growth inhibitors of E. coli tolC mutant, primary screen, strain BW25113 ΔtolC::kan, 384-well; OD615; growth inhibition, % at 10 µM (by protocol); 2.2% of 65,000 active; AID 573, 2007;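 active = growth inhibition at or above a cutoff equal to the mean over every tested compound plus 3 SD, cut at about 60% in these data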;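 also: growth measured after 20 h incubation at 37 °C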
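Signal: optical density read at 615 nm; Assay system: E. coli ΔtolC::kan strain BW25113; Times: 20 h incubation with compound, 37 °C; Dosing: 10 µM final, single dose.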
MMP-13 inhibitor: human MMP13 inhibitors, primary screen, biochemical, FRET peptide cleavage; Collagenase 3 (Homo sapiens), P45452; MMP-13 fTHP FRET cleavage, Mca fluorescence; 0.07% of 65,000 active; inhibition, % at 4 µM; AID 570, 2006;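 active = inhibition above the mean of compound-free control plate wells plus 3 SD, cut at about 14% in these data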;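 also: 0% = DMSO wells and 100% = wells with reference MMP-13 inhibitor after basal subtraction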
HEK293 NFkB inh: inhibitors of PMA/ionomycin-induced NF-kB reporter, primary screen, antigen receptor NF-kB inhibitor project, cell-based, HEK-293 luciferase reporter, luminescence; 0.21% of 62,000 active; HEK-293 NF-kB luciferase reporter; inhibition, % at 3 µM;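 active = inhibition above the mean of all tested compounds plus 3 SD, cut at about 40% in these data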;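 also: 0% = stimulated DMSO wells and 100% = 10 µM reference inhibitor 5653914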
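System: NF-kB luciferase reporter HEK-293 cells | Replication: Single test | Control set: DMSO vs reference inhibitor | Evaluation: % inhibition | Schedule: 1 h pretreatment, 16 h stimulation, 37 °C | Probe or stimulus: PMA with ionomycin | Compound dosing: One dose, 3 µM | Detection: Luciferase luminescence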
Autofluor 339: intrinsic fluorescence of library compounds, ex339/em460 – biochemical, MLSMR library, data from DPM-DC assay, artefact control, profiling panel; compound autofluorescence, ex339/em460 nm, NADH buffer; active compounds read high; 1 = no-compound wells, NADH background; fluorescence fold increase at 10 µM; 5.5% of 65,000 active; AID 709, 2007;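 active = at 10 µM, mean starting fluorescence two-fold or more over control wells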;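 also: signal is the first read of a kinetic run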
PKA inh: inhibitors of human PKA kinase activity, primary screen, biochemical, ATP-depletion luminescence, Kemptide substrate | PKA Kemptide phosphorylation, Kinase-Glo ATP luminescence | inhibition, % at 6 µM | 0.1% of 65,000 active | AID 524, 2006;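 active = inhibition above the screen-wide mean inhibition plus 3 SD, cut at about 21% in these data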; also: many of its hits are not listed in these tables
ROCK2 inh: inhibitors of human ROCK2 kinase, primary screen, biochemical, high-throughput, luminescence | Rho-associated protein kinase 2 (Homo sapiens), O75116 | purified ROCK2, Kinase-Glo ATP depletion luminescence | inhibition, % at 6 µM | 0.35% of 60,000 active;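 active = inhibition above the screen-wide mean inhibition plus 3 SD, cut at about 18% in these data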;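 also: plate controls were DMSO wells for no effect and Y-27632 control wells after no-enzyme background subtraction for full effect; many of its hits are not listed in these tables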
A340 absorber: compound light absorbance at 340 nm, profiling panel, artefact control, biochemical, MLSMR library, data from PS, PMK, MK assays | fold change at 10 µM | 65,000 tested, under 10 active | compound absorbance at 340 nm, fold over control | AID 708, 2007;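 active = at 10 µM dose, initial 340 nm absorbance at least 2 fold that of control wells; inactive = change under 2 fold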;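 also: initial absorbance extrapolated from kinetic A340 decline of NADH oxidation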
JNK3 inh: JNK3 kinase activity inhibitors, primary screen, biochemical, human, purified enzyme | HTS | inhibition, % at 8 µM | 0.61% of 60,000 active; in the data active = inhibition above about 17%;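 also: 0% = DMSO and 100% = reference inhibitor; many of its hits are not listed in these tables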
Target sequence (P53779 whole entry, looked up): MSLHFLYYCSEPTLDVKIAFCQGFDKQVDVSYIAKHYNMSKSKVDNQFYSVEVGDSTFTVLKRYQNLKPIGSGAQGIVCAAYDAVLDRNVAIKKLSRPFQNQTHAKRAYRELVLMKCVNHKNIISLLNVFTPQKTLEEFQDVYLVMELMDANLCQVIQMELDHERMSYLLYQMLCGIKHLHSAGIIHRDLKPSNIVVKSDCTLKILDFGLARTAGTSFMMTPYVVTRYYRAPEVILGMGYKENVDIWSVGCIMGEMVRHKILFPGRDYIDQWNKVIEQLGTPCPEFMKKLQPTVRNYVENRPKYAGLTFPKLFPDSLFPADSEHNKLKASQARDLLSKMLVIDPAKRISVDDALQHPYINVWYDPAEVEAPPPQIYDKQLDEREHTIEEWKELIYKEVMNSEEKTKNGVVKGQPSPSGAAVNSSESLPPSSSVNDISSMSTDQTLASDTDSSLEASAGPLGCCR
The depositor's hits bear a star; . = no result given; [ ] = dose if it differs, or a comment. Only part of the results is shown. The share of hits here may be higher or lower than overall.

SMILES	NADH coupling	tolC growth inh	MMP-13 inhibitor	HEK293 NFkB inh	Autofluor 339	PKA inh	ROCK2 inh	A340 absorber	JNK3 inh
CN(C)S(=O)(=O)N1CCCN(S(=O)(=O)N(C)C)CC1	3.0%	-24.1	-3.5	10.7	1.11	9.2	6.5	0.96	-0.2
O=S(=O)(c1ccc(Br)s1)N1CCN(c2ccccc2)CC1	3.0%	-9.4	0.8	5.4	1.03	-0.4	0.8	1.01	-1.8
CCCc1cc(C(=O)Nc2sc(C)c(C)c2C(=O)OCC)no1	3.0%[fluoresces]	-10.5	7.0	2.9	2.44*	3.6	-2.6	1	-9.6
CCSc1nc(-c2ccccc2)c(C#N)c(=O)[nH]1	2.0%	44.7	1.0	5.2	1.16	-4.8	-7.3	1.05	-8.9
Cc1cccc(Cn2c(N3CCCCC3C)nc3c2c(=O)[nH]c(=O)n3C)c1 (stereo unspecified)	7.0%	17.7	-5.4	-9.4	1.03	5.8	2.9	1.02	-1.0
CCCC(=O)Nc1nnc(CC(=O)N2CCCC2)s1	3.0%	-14.0	7.4	11.4	1.01	5.3	0.6	1.01	-1.6
COC(=O)[C@H](CCSC)NC(=O)Nc1ccc(C(C)=O)cc1	3.0%	-20.7	-1.3	3.9	1.08	5.4	3.9	1.05	-6.1
CCOCCCNC(=O)c1cc2c(-c3ccc(Cl)cc3)nn(C)c2s1	8.0%[fluoresces]	24.6	-58.5	8.9	2.15*	2.3	-1.7	1.06	5.1
COc1ccccc1N1CCN(C(=O)c2cc3cc(Br)ccc3oc2=O)CC1	0.0%	5.0	5.3	16.7	1.08	3.8	-2.2	1.08	0.4
O=c1oc2ccccc2n1CSc1nc2ccccc2s1	8.0%	16.6	-2.0	-15.8	1.04	11.3	10.3	0.99	1.3
O=C(CSc1nnc2n(C3CCCCC3)c(=O)c3ccccc3n12)OC1CCCCC1	10.0%	6.7	2.8	7.9	1.6	9.9	-1.8	0.99	-1.4
CCOC(=O)C(C)n1nc(C)c2sc3ccccc3c2c1=O (stereo unspecified)	7.0%	8.6	-9.0	-5.6	1.13	2.3	4.7	1.03	5.7
Cc1cc(C)c2c(C)nn(C3CCCCC3)c2n1	2.0%	5.6	1.3	15.6	1.1	1.7	.	1.01	.
CCOc1ccc2nc(NCCNC(=O)C(C)C)c(C)cc2c1	10.0%[fluoresces]	7.8	-71.4[fluorescence artefact?]	17.6	4.72*	7.8	4.2	1.04	0.5
COC(=O)C1=C(C)N(c2cccc(C(C)=O)c2)C(=O)C1	10.0%	-3.5	4.8	11.1	1.1	6.3	-1.4	1.03	-2.4

Autofluor 339, entries above that show a hit
SMILES | NADH coupling | MMP-13 inhibitor | HEK293 NFkB inh | Autofluor 339 | PKA inh | ROCK2 inh | A340 absorber | JNK3 inh
CCCc1cc(C(=O)Nc2sc(C)c(C)c2C(=O)OCC)no1 | 3.0%[fluoresces] | 7.0 | 2.9 | 2.44* | 3.6 | -2.6 | 1 | -9.6
CCOCCCNC(=O)c1cc2c(-c3ccc(Cl)cc3)nn(C)c2s1 | 8.0%[fluoresces] | -58.5 | 8.9 | 2.15* | 2.3 | -1.7 | 1.06 | 5.1
CCOc1ccc2nc(NCCNC(=O)C(C)C)c(C)cc2c1 | 10.0%[fluoresces] | -71.4[fluorescence artefact?] | 17.6 | 4.72* | 7.8 | 4.2 | 1.04 | 0.5

Full records from above. Screens in order: NADH coupling, tolC growth inh, MMP-13 inhibitor, HEK293 NFkB inh, Autofluor 339, PKA inh, ROCK2 inh, A340 absorber, JNK3 inh
`O=c1oc2ccccc2n1CSc1nc2ccccc2s1` is listed as 8.0%, 16.6, -2.0, -15.8, 1.04, 11.3, 10.3, 0.99, 1.3
`CCCc1cc(C(=O)Nc2sc(C)c(C)c2C(=O)OCC)no1` is listed as 3.0%[fluoresces], -10.5, 7.0, 2.9, 2.44*, 3.6, -2.6, 1, -9.6

Continuation.
SMILES	NADH coupling	tolC growth inh	MMP-13 inhibitor	HEK293 NFkB inh	Autofluor 339	PKA inh	ROCK2 inh	A340 absorber	JNK3 inh
Cc1c(C(=O)NCc2ccccc2Cl)oc2c1C(=O)CCC2	6.0%	3.1	-1.3	7.0	1.07	-8.3	-4.0	1.03	0.2
Cc1cc(C(=O)N2CCN(C/C=C/c3ccccc3)CC2)cs1	5.0%	15.7	3.5	13.3	1.15	14.0	5.8	1.03	-2.9
O=C(O)c1ccc(CSc2nnc(COc3ccc(Cl)cc3Cl)o2)cc1	4.0%	57.4	-0.6	17.6	1.08	-8.5	-2.1	1.07	-7.1
O=C(NCCN1CCOCC1)c1cc(S(=O)(=O)NCCCN2CCCC2=O)ccc1Cl	6.0%	-21.8	-3.1	18.7	1.06	3.5	2.9	1.03	-1.0
C#CCSc1nc(-c2cccs2)ccc1C#N	2.0%	11.8	-79.0[fluorescence artefact?]	22.5	1.85	0.8	-3.8	1.04	-5.8
Cc1ccc(-c2nc(C)sc2CC(=O)NCc2ccco2)cc1	6.0%	-3.6	-3.7	14.6	1.13	-1.6	-3.4	0.98	0.1
O=C(O)Cc1ccc2[nH]c3ccc(CC(=O)O)cc3c2c1	2.0%	-7.4	-3.8	19.6	1.24	10.4	7.7	1	-0.2
CCOC(=O)N1CCC(NC(=O)CN2C(=O)C(CC)Oc3ccc(C)cc32)CC1 (stereo unspecified)	6.0%	-0.7	4.1	17.2	1.02	-2.6	-0.2	0.96	-0.4
O=C(OCC(=O)N1CCCC1)c1cncc(Br)c1	3.0%	-13.4	-0.4	16.9	1.02	2.7	2.2	0.97	-0.3
COc1ccc(CCNC(=O)CSCc2n[nH]c(=O)[nH]2)cc1OC	3.0%	-22.8	4.5	-7.5	1.22	5.6	5.6	0.98	-3.8
Cc1cc(C)nc(SCc2nnc(SCC(=O)Nc3ccc(C)c(C)c3)o2)n1	5.0%	27.4	4.6	1.1	1.12	14.5	4.3	1.01	-5.5
CN(Cc1ccccc1)c1nc2c(c(=O)n(C)c(=O)n2C)n1CCSc1ncccn1	12.0%	7.7	-16.8	2.8	1.05	2.5	5.7	1.06	3.7
Cc1onc(-c2ccccc2Cl)c1C(=O)NC1CCS(=O)(=O)C1 (stereo unspecified)	2.0%	-10.2	3.4	2.9	1.08	-6.1	6.5	1.01	0.0
CCc1ccc(OC)c(S(=O)(=O)Nc2ccccc2C)c1	4.0%	3.9	-1.8	8.7	1.06	-2.0	1.7	1.03	-0.3
Cc1cc(C)n(-c2ccc(OCC(=O)O)nn2)n1	3.0%	-19.8	6.9	5.0	1.09	0.3	9.3	1.03	3.4
COCCCNC(=O)CCn1c(=O)c2ccccc2n(CC(=O)Nc2c(C)cccc2C)c1=O	5.0%	-19.2	-6.9	-7.0	1.06	5.2	5.6	0.98	-5.9
Cc1ccccc1NC(=O)CNc1ccccc1N1CCCCC1	2.0%	26.3	4.2	3.0	1.12	6.3	1.1	1.02	-2.4
CCOC(=O)c1ccccc1NC(=O)Cn1cnc2c(nnn2-c2ccc(C)cc2)c1=O	1.0%	2.5	0.0	10.8	1.11	6.9	-7.5	1.08	1.9
Cc1ccc(OCC(O)CN2C(=O)NC(C)(C)C2=O)cc1C (stereo unspecified)	2.0%	-20.5	0.8	2.0	1.02	6.3	6.4	0.99	8.9
Nc1cc(-c2ccc(Br)cc2)nn1S(=O)(=O)c1ccccc1	4.0%	0.9	-0.3	12.5	1.03	-1.8	-0.1	1	0.6
c1ccc2oc(SCc3cn4ccccc4n3)nc2c1	3.0%	29.4	-1.3	-22.4	0.94	3.2	.	0.99	.
COC(=O)CCC(=O)Nc1cccc2c(NC(=O)CCC(=O)OC)cccc12	3.0%	15.0	.	.	1.11	.	.	1.01	.
CC(Sc1nc(N2CCCCC2)c2c(c1C#N)CCCC2)C(=O)O (stereo unspecified)	1.0%	5.6	6.5	.	1.1	2.4	0.8	1.08	5.7
CCOC(=O)C1CCN(C(=O)CN2C(=O)C(CC)Oc3ccccc32)CC1 (stereo unspecified)	4.0%	-16.9	1.9	16.6	1.06	-1.7	1.5	0.98	-4.1
O=C(Nc1cccc2c1CCCC2)C1CCN(C(=O)NC2CCCCC2)CC1	7.0%	-0.3	-1.4	16.4	1.1	-0.1	-2.8	0.95	-8.5
CCC(Sc1nncn1C)C(=O)Nc1nnc(-c2ccccc2Cl)s1 (stereo unspecified)	1.0%	2.6	-1.8	-1.1	1.06	9.1	7.0	1.08	-2.4
Cc1ccc2c(c1)N(CC(=O)N1CCCc3ccccc31)C(=O)C(C)O2 (stereo unspecified)	8.0%	-15.2	7.8	-2.2	1.03	-6.1	-4.2	1.01	-4.1
Cn1c(CCNC(=O)c2cccs2)nnc1SCC(=O)N1CCN(c2ccccc2)CC1	6.0%	6.1	8.1	19.3	1.08	-9.8	-10.1	1	0.1
Cc1ccc2c(c1)c1c3n2CCN(C(=O)Cn2c(-c4ccccc4)noc2=O)C3CCC1 (stereo unspecified)	10.0%	-8.1	-20.0	15.8	3.23*	-5.6	21.2*	1.01	0.9
CCCC(=O)C1=C(N(C)c2ccccc2)CC(C)(C)C(C(=O)OC)C1=O (stereo unspecified)	3.0%	10.3	7.3	8.8	1.06	5.1	4.0	1.04	1.4
O=C(CN1CCC(NC(=O)Nc2ccccc2-c2ccccc2)CC1)NCc1ccco1	2.0%	4.3	-7.4	16.4	1.08	0.3	-3.4	1.01	0.4
CC(C(=O)NCC1(c2ccccc2)CCCC1)N1CCCC1 (stereo unspecified)	6.0%	-14.1	0.0	15.9	0.92	13.5	.	0.99	.
COc1ccc(N(C)S(=O)(=O)c2ccc3c(c2)oc(=O)n3C)cc1	4.0%	-22.8	-3.0	-6.4	1.03	5.0	3.6	0.96	0.4
CCOc1ccc2nc(NS(C)(=O)=O)sc2c1	5.0%	-0.9	5.1	-6.4	1.15	-8.3	-5.9	1.06	-2.0
CC(Cc1ccccc1)N/C=C1/CC(=O)NC1=O (stereo unspecified)	7.0%	-5.4	3.4	-2.9	1.12	-2.5	-2.6	1.03	0.0
CCOC(=O)N1CCC(N2Cc3cccc(C(=O)Nc4cc(F)ccc4F)c3C2=O)CC1	6.0%	-11.5	1.1	15.2	1.09	2.8	4.7	1.01	-1.3
COc1ccc(CC(=O)Nc2nccs2)cc1OC	5.0%	-5.0	.	.	1.16	.	.	1.03	.
Cc1cc(N2CCN(S(=O)(=O)Cc3ccccc3)CC2)n2ncnc2n1	7.0%	-18.1	-10.8	13.5	1.04	-0.7	-0.5	0.99	-1.2
O=S(=O)(NCc1cn2ccsc2n1)c1cccs1	4.0%	-11.7	1.9	-11.3	1.05	3.9	7.1	1	-2.3
Cn1c(=O)c2c(ncn2CC(=O)Nc2ccc(Cl)cc2Cl)n(C)c1=O	3.0%	-10.9	-3.4	14.7	1.04	3.2	4.6	1.03	3.4
CN(c1ccc(C(=O)NCCC2=CCCCC2)cc1)S(C)(=O)=O	2.0%	-8.0	-1.6	-12.2	1.11	9.0	3.1	1.01	2.0
CC(Oc1ccc(Cl)cc1Cl)C(=O)NCCCN(C)C (stereo unspecified)	6.0%	6.8	2.9	4.0	1.06	1.8	-0.1	1.02	2.3
O=C(Nc1ccc(F)cc1)N1CCOCC1	6.0%	-8.6	0.5	1.1	1.15	5.4	2.5	1.03	-6.3
